Compound activity (PubChem BioAssay)
PKM2 act = activators of human pyruvate kinase M2 | purified PKM2, Kinase-Glo ATP luminescence, activation; response scale: 0% is enzyme alone, no compound | Potency, µM (top dose mostly 57.5 µM), for inactives: top-dose activation, most hits filed as activators | AID 1631 | 0.34% of 260,000 active | P14618; also: potency is read from the fitted curve at half-maximal effect; % is scaled to controls: 0 for no effect and ±100 for the full control effect; nearly all actives have a fitted effect of over 55% in size
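Purified hPK-M2 (>95%) run at intermediate activity with 0.1 mM ADP and 0.5 mM PEP in 50 mM imidazole pH 7.2, KCl, MgCl2; 1 h room temperature. ATP formed read by Kinase-Glo luminescence; normalized to uninhibited and no-enzyme controls.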
ELG1 genotox = genotoxicity induction in ELG1-luciferase HEK293T cells | HEK293T ELG1-luciferase reporter, luminescence, 16 h | Potency, µM (doses to about 46 µM), inactives show top-dose activity change, positive = activation, actives largely listed as activators | 1.3% of 330,000 active; also: potency is read from the fitted curve at half-maximal effect; % of control where 0% means no effect; nearly all actives have a fitted effect of over 60% in size
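Luminescence read-out: rising ELG1-luciferase signal, reflecting elevated ELG1 protein under genetic stress, flags genotoxic compounds. Cells were treated for 16 hr at 37 °C before ONE-Glo detection.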
Giardia killer = kills Giardia lamblia; Giardia lamblia trophozoite viability; activity change, % at 7.66 µM, hits read low; 0.15% of 340,000 active; in the data active = activity change below about -80%; inconclusive = between about -30% and that limit;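 also: parasites exposed to compound for two days anaerobically before the ATP read; % is scaled to controls: 0 for no effect and ±100 for the full control effect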
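Luminescent ATP signal served as the viability read-out, measured 15-30 min after adding ATP detection reagent to trophozoites that had been incubated with compounds for 48 hrs at 37 deg C anaerobically at 100 cells/well.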
RORg inh = ROR gamma (mouse) transcription inhibition; P51450; Drosophila S2 Gal4-RORgamma UAS-luciferase reporter, 20 h; Potency, µM (doses to about 53.6 µM), for the others: at the highest dose activity change, negative = inhibition, hits mostly inhibitors; 5.4% of 310,000 active; also: potency is read from the fitted curve at half-maximal effect; % is scaled to controls: 0 for no effect and ±100 for the full control effect; nearly all actives have a fitted effect of over 60% in size
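Stably transfected Drosophila Schneider cells are the test system, with ROR gamma fused to Gal4 and luciferase under UAS control; luminescence is read after 20 hr of 700 uM copper sulfate induction at ambient temperature.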
Rab9 promoter act = activators of Rab9 promoter. 2.8% of 320,000 active. Huh7 Rab9 promoter-luciferase reporter, luminescence, 24 h. AID 485297. Potency, µM (highest dose often 9.22 µM), inactives show at the highest dose activation, negative = inhibition, most hits filed as activators; also: potency is read from the fitted curve at half-maximal effect; % of control where 0% means no effect; nearly all actives have a fitted effect of over 60% in size
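Quantitative HTS format; Huh7 Rab9-luciferase reporter cells (1500/well) receive compound 2 h post-plating, incubate 24 h at 37 °C, then get luciferase reagent for 10 min before luminescence reading.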
p53 reactivation = re-activators of mutant p53; AID 504706; Potency, µM (series often up to 92.2 µM), inactives show at the top dose activity change, positive = activation, hits mostly activators; H1299 p53-A138V BP100-luciferase reporter, luminescence, 24 h; 0.063% of 320,000 active; also: potency is read from the fitted curve at half-maximal effect; % of control where 0% means no effect; nearly all actives have a fitted effect of over 45% in size
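H1299 (p53-null), stable ts p53-A138V + BP100-Luc; 1000 cells/well, Opti-MEM/10% FBS; cpd 4 pt, 1:5; 24 h, 37 deg C, 5% CO2; detection reagent 10 min RT; luminescence.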
BRCA1 expr up = activators of BRCA1 expression; MCF7-BRCA1-FFLuc reporter, luminescence, 48 h; response scale: scaled: vehicle 0%, 10 µM genistein 100%; 1.1% of 380,000 active; AID 624202; Potency, µM (series often up to 46.1 µM), for the others: at the top dose activation, hits mostly activators; also: potency is read from the fitted curve at half-maximal effect; nearly all actives have a fitted effect of over 80% in size; some results filed as inactive show a strong effect at the top dose
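MCF7-BRCA1-FFLuc, 2000 cells/well; 2 h attach, 37 °C/5% CO2; compound 48 h; luciferase substrate 15 min; luminescence end-point. Norm. to genistein 10 microM max activation and DMSO; concentration-response curves fitted.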
Menin MLL FP TR = menin-MLL binding inhibition, Texas Red mutant peptide; O00255; Menin + Texas Red MLL mutant peptide, fluorescence polarization; Potency, µM (doses to about 61.6 µM), without a hit: at the top dose FP activity change, negative = inhibition, most hits filed as inhibitors; 0.23% of 270,000 active; active = well fitted inhibition curve with a large enough effect in the polarisation, with a control signal flat, not every such curve was filed as active; inconclusive = small, poorly fitted or top-dose-only effect, or effect the other way, or a change in a side signal; inactive = no such curve, though single readings can be large or run the other way; the % refers to the polarisation; also: potency is read from the fitted curve at half-maximal effect; % of control where 0% means no effect; many of its hits are not listed in these tables
Target sequence (O00255 whole entry, looked up): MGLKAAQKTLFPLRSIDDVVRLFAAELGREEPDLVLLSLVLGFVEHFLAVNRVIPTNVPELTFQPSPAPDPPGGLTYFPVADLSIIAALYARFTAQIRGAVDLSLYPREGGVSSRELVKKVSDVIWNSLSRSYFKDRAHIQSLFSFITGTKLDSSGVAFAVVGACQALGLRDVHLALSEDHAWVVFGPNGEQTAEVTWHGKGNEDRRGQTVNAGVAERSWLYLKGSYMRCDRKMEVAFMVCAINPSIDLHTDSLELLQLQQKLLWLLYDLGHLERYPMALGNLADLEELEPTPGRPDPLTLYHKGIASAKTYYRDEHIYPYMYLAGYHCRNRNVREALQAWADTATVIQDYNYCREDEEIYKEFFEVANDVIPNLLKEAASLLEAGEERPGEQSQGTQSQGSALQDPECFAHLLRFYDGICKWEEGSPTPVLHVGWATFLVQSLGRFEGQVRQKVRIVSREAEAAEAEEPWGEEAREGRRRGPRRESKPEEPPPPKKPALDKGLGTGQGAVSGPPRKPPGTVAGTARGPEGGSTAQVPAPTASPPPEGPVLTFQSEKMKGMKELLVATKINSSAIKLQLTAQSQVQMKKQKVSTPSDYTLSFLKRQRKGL
NPC1 promoter act = NPC1 promoter activation; Huh7 NPC1 promoter luciferase reporter, 24 h; 2.4% of 320,000 active; Potency, µM (top dose mostly 9.22 µM), inactives show top-dose activation, most hits filed as activators;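 also: potency is read from the fitted curve at half-maximal effect; % of control where 0% means no effect; nearly all actives have a fitted effect of over 60% in size; reporter is driven by a mutant NPC1 promoter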
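Compounds in DMSO were transferred onto Huh7 NPC1-luciferase reporter cells pre-incubated 2 h; after 24 h at 37 °C, Amplite reagent was dispensed and luminescence recorded 10 min later.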
FLuc counter = counter-screen for miR-21 project: firefly luciferase inhibitors or activators; P08659; purified FLuc, Km substrates, luminescence inhibition; Potency, µM (titrated, usually from 57.5 µM), inactives show top-dose activity change, negative = inhibition, most hits filed as inhibitors; 6.9% of 360,000 active; AID 588342;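 also: potency is read from the fitted curve at half-maximal effect; plate controls were vehicle for no effect and reference inhibitor for full effect; nearly all actives have a fitted effect of over 55% in size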
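Purified P. pyralis luciferase (10nM final) with 10uM D-luciferin and 10uM ATP (Km levels) in 50mM Tris acetate pH 7.5, 10mM Mg acetate, 0.01% Tween-20, 0.05% BSA; qHTS 6-point titration, ~60 µM downward; luminescence read.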
VP16 counter = Gal4-VP16 reporter inhibition counter-screen. 3.5% of 310,000 active. Potency, µM (top dose mostly 53.6 µM), for inactives: top-dose activity, negative = inhibition, actives largely listed as inhibitors. Drosophila S2 Gal4-VP16 UAS-luciferase, luminescence, 20 h;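 also: Gal4-VP16 expression switched on by copper sulfate through the metallothionein promoter; potency is read from the fitted curve at half-maximal effect; % is scaled to controls: 0 for no effect and ±100 for the full control effect; nearly all actives have a fitted effect of over 50% in size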
* marks the source's active call; other numbers are inactive results; ? = inconclusive; / = not tested or not shown; & = joins results of further samples; [ ] = dose if it differs, or a comment. Unless noted, calls follow the shape of the dose curve; as a rule, active = well fitted curve in the direction sought with a large enough effect; inconclusive = small, poorly fitted or top-dose-only effect, or another doubt; inactive = no such curve, though single readings can be large; an effect the other way counts as inactive or inconclusive. This is a subset; count on the stated rates, not on these rows.

SMILES,PKM2 act,ELG1 genotox,Giardia killer,RORg inh,Rab9 promoter act,p53 reactivation,BRCA1 expr up,Menin MLL FP TR,NPC1 promoter act,FLuc counter,VP16 counter
COc1ccccc1CNc1cc(-c2ccccc2)ccc1OC,-8%,-2%,-11,24%,-6%,6%,-31%,7%,-1%,4%,-7%
COC(=O)c1c(-c2ccccc2)nn(-c2ccccc2)c1C(=O)OC,1%,-2%,-11,-18%,-3%,?,-9%,?,9%,-7%,-12%
COC(=O)c1ccsc1NC(=O)CCS(=O)(=O)c1ccc(Cl)cc1,/,-5%,-8,/,2%,-19%,-45%,/,-2%,3%,/
CCCOc1ccc(C2c3c(oc4ccccc4c3=O)C(=O)N2CCN(CC)CC)cc1OC (configuration not stated),-10%,-3%,3,-7%,25%,6%,22%,-5%,15%,-1%,-2%
Cc1c(NS(=O)(=O)c2cccc(C(=O)NCc3ccc(Cl)cc3)c2)c(=O)n(-c2ccccc2)n1C,-1%,0%,-14,11%,-1%,5%,1%,10%,-3%,5%,-3%
O=C1NC(=Nc2ccccc2)SC1Cc1cccc(Cl)c1Cl (configuration not stated),14%,0%,-20,?,0%,-6%,-6%,-20%,-2%,-1%,?
CC(=O)c1cccc(Oc2ncccn2)c1,/,0%,7,0%,-1%,-2%,-4%,?,-3%,-2%,2%
O=C(CN1C(=O)C2(OCCO2)c2ccccc21)c1ccc(F)cc1,0%,-1%,15,14%,-3%,29%,1%,-13%,2%,1%,-13%
O=C(NC1CCCC1)C(c1c(F)cccc1Cl)N(C(=O)c1csnn1)C1CC1 (configuration not stated),-4%,-1%,11,-9%,12%,-13%,-9%,-2%,4%,-2%,2%
CC(=O)Nc1nnc(S(=O)(=O)N2CCN(c3ccc(Cl)cc3[N+](=O)[O-])CC2)s1,/,-1%,3,7%,0%,8%,-3%,/,-4%,2%,-4%
N/C(Cc1cccc2ccccc12)=N\OC(=O)c1cccs1,-5%,-1%,13,-16%,8%,-3%,-2%,0%,-1%,-4%,-7%
O=C(NCCS(=O)(=O)N1CCN(c2cccc(Cl)c2)CC1)c1cc(=O)c2ccccc2o1,/,0%[9.26 µM],15,18%,-2%,14%,-5%,-2%,2%,0%&-3%,-1%
Cc1cc(=O)[nH]c(SCC(=O)Nc2c(C)n(C)n(-c3ccccc3)c2=O)c1C#N,/,-1%,-3,/,-9%,4%,2%,/,-4%,1%,/
Cc1nnc(NC(=O)CCC(=O)N2CCN(CCOc3cccc4ccccc34)CC2)s1,1%,-2%,-12,?,-3%,-7%,-42%,/,-1%,2%,-4%
Cc1nn(CC(=O)NCC2CCCO2)c(=O)c2ccccc12 (configuration not stated),0%,-1%,4,2%,9%,2%,-3%,-4%,0%,5%,3%
Cc1c(C(=O)Nc2c(C)n(C)n(-c3ccccc3)c2=O)oc2ccc(Cl)cc12,-3%,-1%,7,1%,-11%,-2%,-6%,/,-1%,-4%,-10%
C=CCn1c(SCC(=O)NC2CCCCC2)nnc1-c1cccnc1,0%,-3%,-4,/,-2%,/,1%,0%,2%,-4%,/
Cc1cccc(-c2noc(CCC(=O)NCc3ccccc3)n2)c1,-3%,2%,-15,-11%,-5%,12%,-39%,12%,2%,-10%,-2%
CCn1cc(C(=O)OCC(=O)c2cc(C)n(-c3ccccc3)c2C)c(=O)c2ccc(C)nc21,-7%,0%,1,-2%,8%,-2%,2%,-11%,2%,?,1%
Cc1occc1-c1nc(-c2ccncc2)no1,-12%,18µM*,6,28%,10%,?,0%,?,13%,?,4%

The list goes on:
SMILES,PKM2 act,ELG1 genotox,Giardia killer,RORg inh,Rab9 promoter act,p53 reactivation,BRCA1 expr up,Menin MLL FP TR,NPC1 promoter act,FLuc counter,VP16 counter
CCCN(CCC)c1nc2c(C)cccn2c(=O)c1/C=C1/SC(=S)N(Cc2ccco2)C1=O,/,-5%,-4,25%,0%,0%,-22%,?,-2%,2%,8%
Cc1ccc(CN2CCN(Cc3cnc(C)s3)CC2CCO)cc1 (configuration not stated),3%,0%,19,-1%,1%,-2%,-13%,1%,-1%,0%,4%
COc1ccc(C(=O)/C=C/C(=O)N(CC(=O)NC2CCCCC2)Cc2ccccc2OC)c(O)c1,?,-11%,-2,?,-50%[inhibitor],-3%,0%,?,-43%[inhibitor],-3%,?
CC1CN(C(=O)c2nn(C)cc2[N+](=O)[O-])CC(C)O1 (configuration not stated),0%,1%,-2,-1%,-6%,9%,-14%,-5%,-2%,15%,0%
Cc1cc(C)c(C)c(OCC(=O)NCCN(C)C)c1,-2%,-3%,-29,-19%,0%,-1%,-2%,-15%,4%,2%,-2%
O=C(Nc1ccc(O)cc1C(=O)O)c1ccc(NC(=O)c2ccco2)cc1,/,-5%,10,/,-3%,-9%,-2%,/,1%,?,/
CCC[N+]1(CC#CC(O)(c2ccccc2)C2CCCCC2)CCCCC1 (configuration not stated),-23%,-2%,0,2%,5%,-7%,-4%,/,1%,1%,6%
O=C(CCS(=O)(=O)c1cccc2nonc12)Nc1ccc(Br)cc1,4%,-6%,8,?,-1%,1%,-1%,26%,5%,1%&-5%,30%
O=C(O)c1nc2nc(Cl)c(Cl)nc2[nH]1,2%,-1%,-13,-1%,-7%[1.84 µM],4%,1%,16%,-5%,-2%,5%
O=c1cc(N2CCCCC2)c(-c2ccccc2)nn1Cc1ccccc1Cl,-1%,-7%,18,?,1%,9%,-48%,/,-3%,2%,-2%
COc1ccc(Cn2nnnc2CN(Cc2cc3ccc(C)cc3[nH]c2=O)C2CCCC2)cc1,-1%,-5%,-4,64%,-1%,-2%,-56%,-14%,-9%,1%,-13%
CC1(C)CC(=O)C2=C(C1)NC(=S)C(C#N)C21CCCCC1 (configuration not stated),-21%,-3%,3,10µM*,-2%,-3%,-9%,/,-1%,-17%,11%
O=C(NC1CCCCC1)C(c1cccs1)N(Cc1cccs1)C(=O)c1ccco1 (configuration not stated),-1%,-8%,-3,?,0%,23%,-60%,?,-4%,1%,?
CCN=C(Nc1ccc2c(c1)OCO2)SC1CC(=O)N(c2ccc(OC)cc2)C1=O (configuration not stated),6%,-14%,-6,30%,-2%,-20%,0%,23%,-5%,-2%,-7%
Nc1nc2c3ccccc3nc(Cc3ccccc3)n2n1,14%,4%,12,2%,-3%,-1%,7%,-2%,0%,-1%,7%
CCOC(=O)c1c(CS(=O)(=O)c2ccccc2)n(C)c2cc(Br)c(O)c(CN(C)C)c12,-6%,-3%,0,22%,-8%,2%,-2%,3%,-6%,4%,-19%
COc1ccc(/C=C/C(=O)OCC(=O)NC2CCCC2)cc1,/,1%,-24,/,?,-1%,0%,/,1%,-4%,/
Cc1cc(C(=O)Nc2ccc(N3CCOCC3)cc2)c2ccccc2n1,-5%,2%,-9,3%,9%,-7%,-18%,6%,-2%,0%,2%
O=C(CSc1n[nH]c(=O)[nH]c1=O)c1ccccc1[N+](=O)[O-],-5%,3%,13,-3%,5%,0%,-14%,/,0%,-5%,-16%

Part of the list above in a different format:
Second line of a record: PKM2 act | ELG1 genotox | Giardia killer | RORg inh | Rab9 promoter act | p53 reactivation | BRCA1 expr up | Menin MLL FP TR | NPC1 promoter act | FLuc counter | VP16 counter
> Cc1cc(C)c(C)c(OCC(=O)NCCN(C)C)c1
→ -2% | -3% | -29 | -19% | 0% | -1% | -2% | -15% | 4% | 2% | -2%
> O=C(Nc1ccc(O)cc1C(=O)O)c1ccc(NC(=O)c2ccco2)cc1
→ / | -5% | 10 | / | -3% | -9% | -2% | / | 1% | ? | /
> CCC[N+]1(CC#CC(O)(c2ccccc2)C2CCCCC2)CCCCC1 (configuration not stated)
→ -23% | -2% | 0 | 2% | 5% | -7% | -4% | / | 1% | 1% | 6%
> O=C(CCS(=O)(=O)c1cccc2nonc12)Nc1ccc(Br)cc1
→ 4% | -6% | 8 | ? | -1% | 1% | -1% | 26% | 5% | 1%&-5% | 30%
> O=C(O)c1nc2nc(Cl)c(Cl)nc2[nH]1
→ 2% | -1% | -13 | -1% | -7%[1.84 µM] | 4% | 1% | 16% | -5% | -2% | 5%
